Screens from PubChem.
Rab2A wt mod: changes GTP binding to wildtype dog Rab2A, up or down. GST-Rab2 wt beads, Bodipy-GTP binding, flow cytometry. GTP binding activity, % at 10 µM. hit rate 0.19% among 190,000. AID 760;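 active means GTP binding activity at least 20 points away from 100%, either lowered or raised; inconclusive means signal likely due to the compound's own green fluorescence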;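 further: 0% = beads with excess unlabeled GTP and 100% = no-compound control corrected for plate trend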
Avidin bead fluor: avidin bead compound fluorescence profile; Avidin beads, compound fluorescence 488/530 nm, flow cytometry; stronger effect = higher value; fluorescence (KMESF) at 10 µM; hit rate 0.38% among 220,000; AID 1775; in the data active means fluorescence above about 47; further: inactives centre near 10
Mcl1 Bid PPI: Mcl-1/Bid interaction inhibition | inhibition, % at 21.7 µM | Q07820 | hit rate 0.97% among 220,000 | AID 1021 | TR-FRET Mcl-1/Bid-Dy647 peptide binding, 1536-well;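 active means compounds that cut the binding signal by more than half at the single screening dose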;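 further: His-tagged Mcl-1 with europium anti-His antibody binding Bid BH3 peptide; 0% = Mcl-1 plus peptide wells and 100% = peptide-only wells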
Target sequence (Q07820 whole entry, looked up): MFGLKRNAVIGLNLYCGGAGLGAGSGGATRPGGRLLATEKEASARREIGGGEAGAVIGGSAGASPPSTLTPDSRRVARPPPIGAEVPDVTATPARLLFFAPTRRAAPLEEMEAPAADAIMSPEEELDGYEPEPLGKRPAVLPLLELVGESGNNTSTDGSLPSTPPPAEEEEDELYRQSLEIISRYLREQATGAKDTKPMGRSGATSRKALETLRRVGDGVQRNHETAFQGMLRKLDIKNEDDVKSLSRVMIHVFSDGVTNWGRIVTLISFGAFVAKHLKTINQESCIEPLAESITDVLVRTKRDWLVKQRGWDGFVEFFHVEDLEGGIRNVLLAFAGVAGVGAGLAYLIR
Pf gamet viab: P. falciparum stage V gametocyte viability inhibition; P. falciparum stage V gametocytes, ATP luminescence, 24 h; inhibition, % at 10.9 µM; hit rate 0.065% among 150,000; AID 743093;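 active means inhibition above the mean plus 3 SD of compounds within the control limits, set per campaign, cut at about 38% in these data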;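 further: 0% = DMSO wells and 100% = medium only without gametocytes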
HRas wt GTP bind: modulators of GTP binding to human HRas wildtype; P01112; GST-Ras wt beads, Bodipy-FL-GTP binding, flow cytometry; actives lie on both sides; GTP binding activity, % at 10 µM; hit rate 0.14% among 190,000; AID 759;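 active means GTP binding activity at least 20% away from the 100% baseline, either lowered as inhibitor or raised as activator; inconclusive means flagged as likely green fluorescent, judged across all proteins in the well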;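 further: 0% = unlabeled GTP competition control and 100% = no-compound control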
Target sequence (P01112 whole entry, looked up): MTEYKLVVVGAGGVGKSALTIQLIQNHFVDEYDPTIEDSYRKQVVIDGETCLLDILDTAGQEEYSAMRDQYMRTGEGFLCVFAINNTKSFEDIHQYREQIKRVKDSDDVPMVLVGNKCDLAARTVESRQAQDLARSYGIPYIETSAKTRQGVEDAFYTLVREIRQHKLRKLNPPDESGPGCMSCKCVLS
GSH fluor: compound fluoresces at 488/530 nm on GSH beads; GSH beads flow cytometry, compound fluorescence 488/530 nm; stronger effect = higher value; fluorescence (KMESF) at 10 µM; hit rate 0.25% among 190,000; in the data active means fluorescence above about 89;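 further: glutathione beads carrying GST-tagged Bcl family fusion proteins plus one bare bead set; values are compound well signal with DMSO vehicle wells as background; inactives centre near 16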
Cdc42 wt GTP: modulators (inhibitors or activators) of GTP binding to human Cdc42 wildtype; P60953; GST-Cdc42 beads, Bodipy-GTP binding, flow cytometry; actives lie on both sides; percent activity (GTP binding), % at 10 µM; hit rate 0.2% among 190,000;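 active means percent activity GTP binding at least 20 points away from the 100% baseline, either down as inhibitor or up as activator; inconclusive means compound flagged as likely green fluorescent from well-wide comparison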;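 further: median bead fluorescence of bound Bodipy-FL-GTP at 100 nM; 0% = excess unlabeled GTP control and 100% = no compound control; below 100% means less GTP binding so inhibitor and above means activator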
Target sequence (P60953 whole entry, looked up): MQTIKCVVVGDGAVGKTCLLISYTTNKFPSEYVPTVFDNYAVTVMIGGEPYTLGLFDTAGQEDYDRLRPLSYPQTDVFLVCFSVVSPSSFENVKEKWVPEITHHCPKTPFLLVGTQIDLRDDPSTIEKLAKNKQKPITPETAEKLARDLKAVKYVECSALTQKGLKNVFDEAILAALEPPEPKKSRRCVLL
Mcl1-Noxa inh: disrupts binding of human Mcl-1 to Noxa peptide | Q07820 | TR-FRET Mcl-1/Noxa peptide binding, 2 h | inhibition, % at 21.7 µM | hit rate 1.5% among 220,000;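 active means compounds that cut the protein-peptide binding signal by more than 50% relative to plate controls in a single-dose test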;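 further: His-tagged Mcl-1 with rhodamine Noxa BH3 peptide and terbium anti-His antibody; 0% = Mcl-1 plus Noxa peptide wells and 100% = peptide-only wells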
Rac1 wt GTP bind: human Rac1 wildtype GTP binding, inhibitors and activators | P63000 | GST-Rac1 beads, fluorescent GTP binding, flow cytometry; actives lie on both sides; 0 = cold GTP competed, 100 = untreated | GTP binding activity (% of control), % at 10 µM | hit rate 0.27% among 190,000;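 active means GTP binding activity at least 20 points away from the 100% control level, either lower or higher; inconclusive means compound flagged as likely green fluorescent, judged across all proteins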
Rac1 mut GTP: alters GTP binding to activated mutant human Rac1. P63000. GST-Rac1 activated beads, fluorescent GTP binding, flow cytometry; actives lie on both sides; 100% means binding = to untreated wells. percent activity (GTP binding), % at 10 µM. hit rate 0.11% among 190,000;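 active means GTP binding at least 20 percentage points away from the 100% baseline, in either direction, so actives lie on both sides; inconclusive means Compound likely fluorescent itself, or too few beads counted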
Rab7 wt GTP bind: dog Rab7 wildtype GTP binding, inhibitors and activators. GTP binding activity (percent of control), % at 10 µM. hit rate 0.055% among 190,000. GST-Rab7 beads, fluorescent GTP binding, flow cytometry; actives lie on both sides; untreated = 100%, excess cold GTP = 0%;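 active means fluorescent GTP binding to Rab7 beads changed by at least 20 points from the 100% baseline, either direction, mostly lower; inconclusive means compound itself probably fluorescent, or too few beads counted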;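 further: median green fluorescence of bound Bodipy-FL-GTP per Rab7 bead population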
* = called active by the depositor; ? = inconclusive; nt = no result given; & = joins results of further samples.

SMILES	Rab2A wt mod	Avidin bead fluor	Mcl1 Bid PPI	Pf gamet viab	HRas wt GTP bind	GSH fluor	Cdc42 wt GTP	Mcl1-Noxa inh	Rac1 wt GTP bind	Rac1 mut GTP	Rab7 wt GTP bind
Cn1c2ccccc2c2cnn(CC(=O)N3CCC4(CC3)OCCO4)c(=O)c21	99	10	9	nt	101	44	102	18	103	98	102
O=C1C2CCCN2C(c2cccc(Cl)c2)N1c1ccccn1 (stereo not drawn)	98	15	3	4	98	52	99	-9	94	96	98
O=C1NC(=S)N(c2ccc(Cl)cc2)C(=O)/C1=C/N1CCN(C(=O)c2ccco2)CC1	100	31	-23	nt	100	27	101	24	101	97	93
CCNc1cc(N2CCNCC2)ccc1[N+](=O)[O-]	96	9	-45	nt	99	12	99	11	105	96	99
O=C(Cn1ncc2ccsc2c1=O)N1CCC2(CC1)OCCO2	100	6	-16	nt	97	27	97	-15	97	97	95
CC(=O)OC1C2CCC1C(N1CCCC1)CC2 (stereo not drawn)	100	8	8	26	101	44	101	16	100	96	97
Fc1ccc(C2=CCN(C(c3cccs3)c3nnnn3CCc3ccccc3)CC2)cc1 (stereo not drawn)	98	4	-25	nt	101	15	99	5	99	97	98
O=C(Nc1ccccc1)N1CCC2(CC1)OCCO2	94	10	-30	-24	98	9	96	-5	98	96	94
COCCCN1Cc2ccccc2C1=N	106	14	-13	nt	107	11	102	0	105	97	105
CN(C)c1ccc(C=C(C#N)C#N)cc1	99	2	-24	17	100	10	101	9	104	101	104
Cc1nn(Cc2ccccc2)c(C)c1C=C1C(=O)NC(=S)NC1=O	101	10	-30	8	100	6	100	30	100	100	101
C=CCn1c(O)c(C(C)=NC2CC2)c(=O)[nH]c1=O	103	12	7	nt	102	8	103	-1	103	102	102
Cc1nn(Cc2ccccc2)c(C)c1C(=O)OCC(=O)NCc1ccco1	101	8	-49	nt	103	56	100	-14	106	99	99
Cc1cccc(-n2c(=S)[nH]c3ccccc3c2=O)n1	98	12	-23	0	98	12	93	10	99	97	105
CCCCc1nc2ccccc2c(=O)n1-c1ccc(Cl)cc1[N+](=O)[O-]	103	38	-9	nt	103	18	106	17	104	101	100
COc1ccc(-c2nc(CSCC(=O)N3CCC4(CC3)OCCO4)c(C)o2)cc1OC	109	21	-51	1	108	22	108	4	103	102	108
Cc1ccc(N=Nc2c(O)[nH]c(=O)[nH]c2=O)c([N+](=O)[O-])c1	97	12	-24	nt	99	10	100	11	101	99	99
Cc1cccc(N=Cc2c(O)n(-c3ccccc3C)c(=O)[nH]c2=O)c1	107	10	-16	nt	106	25	108	11	104	102	102
CCc1c(C)nc(N)nc1N1N=C1SCC#N	101	14	11	nt	99	36	100	1	101	95	98
O=C(NC(C(Cl)Cl)N1CCOCC1)c1ccccc1 (stereo not drawn)	96	9	-17	15	99	24	101	16	102	100	97
CN1OC[C@@H]2COc3ccc4ccccc4c3[C@@H]21	105	nt	5	-13	100	70	99	12	101	96	109
CN1CCC2(CC1)C(C#N)=C(N)NC(S)=C2C#N	97&98	14&4	-42&-38	3&6	94&98	9&13	94&100	44&44	99&100	96&99	99&99
O=C(NCCO)c1nsnc1NCCCl	98	9	-11	11	94	13	88	12	92	90	102
CN1CCc2nc(N)c(C#N)c(-c3ccccc3)c2C1	98	12	10	nt	97	26	101	-18	97	96	96
O=C1NC(=O)C2(Cc3ccccc3N3CCCC32)C(=O)N1 (stereo not drawn)	98	8	-4	nt	96	32	98	10	101	98	99

(more compounds)
SMILES	Rab2A wt mod	Avidin bead fluor	Mcl1 Bid PPI	Pf gamet viab	HRas wt GTP bind	GSH fluor	Cdc42 wt GTP	Mcl1-Noxa inh	Rac1 wt GTP bind	Rac1 mut GTP	Rab7 wt GTP bind
COc1ccc(OC)c(-n2c(O)c(C=Nc3c(C)n(C)n(-c4ccccc4)c3=O)c(=O)[nH]c2=O)c1	96	4	-3	nt	98	24	91	5	103	97	95
Cc1ccc(S(=O)(=O)N2CN3CCN(C3)C2)cc1	104	7	79*	nt	104	25	104	11	104	100	105
O=C1/C(=C\c2ccc3c(c2)OCO3)N2CCC1CC2	104	15	-12	nt	103	33	104	1	106	100	108
CCc1ccccc1NC(=O)CSc1nnc([C@@H](N)Cc2c[nH]c3ccccc23)o1	100	21	-1	-18	98	24	95	-8	99	98	102
Cc1cc2c(s1)NC(=O)CN=C2c1cccs1	101	33	2	nt	98	11	101	-12	105	98	100
COC(=O)COc1cc(C)cc2oc(=O)c3c(c12)CCCC3	100	28	3	-26	99	22	98	16	103	99	100
c1ccc(C2CC3CC(c4ccco4)N2O3)cc1 (stereo not drawn)	96	13	-7	28	98	27	97	18	96	93	94
O=C(c1ccc2c(c1)OCO2)C1CCCN(CC2CCCCC2)C1 (stereo not drawn)	100	6	0	9	99	13	98	0	102	99	97
O=c1c2ccccc2nc(/C=C/c2ccc3c(c2)OCO3)n1-c1cccc(O)c1	99	6	10	-2	98	9	98	18	101	98	98
O=C(CCN1C(=O)COc2ccccc21)N1CCC2(CC1)OCCO2	101	3	-21	nt	101	31	99	-19	102	99	101
Cc1ccccc1CS(=O)(=O)Cc1ccc(C(=O)N2CCC3(CC2)OCCO3)o1	99	11	26	15	101	39	100	11	101	98	99
COc1ccc(C)cc1NC(=O)N1CCC2(CC1)OCCO2	101	7	-17	4	101	13	99	6	100	97	111
COC(=O)C(O)(c1ccc(NC(=O)NC2CCCCC2)cc1)C(F)(F)F (stereo not drawn)	98	83*	-2	-22	100	19	99	2	103	99	102
CCc1c(C)nc(N)nc1N1N=C1SCCOc1ccccc1	95	10	-8	3	94	9	95	8	94	95	90
C=CCC1(CN2CCCCCC2=O)C(=O)NC(=O)NC1=O	101	11	61*	nt	99	42	100	-12	110	99	101
CCOC(=O)C(=CNc1ccc(C(O)(C(=O)OCC)C(F)(F)F)cc1C)C(=O)OCC (stereo not drawn)	100	16	-5	nt	100	12	96	14	99	101	94
CC(C)CN(CC(C)C)C(=O)C1C2c3ccccc3C(c3ccccc32)C1C(=O)O (stereo not drawn)	92	4	10	-4	93	50	90	13	92	91	96
COc1ccccc1N1C(=O)NC(=O)/C(=C\c2cnn(-c3ccccc3)c2)C1=O	99	9	-49	10	96	15	97	35	95	93	104
CCOc1ccc([N+](=O)[O-])cc1CNCCc1ccccc1	98	9	-15	nt	99	23	97	13	100	95	105
N#CC1=C(N)Oc2c(c(=O)oc3ccccc23)C1c1ccc([N+](=O)[O-])o1 (stereo not drawn)	91	13	-9	-22	91	18	92	35	89	90	94
O=C1NC(=O)C(=Cc2ccc(OCCOc3ccc([N+](=O)[O-])cc3)cc2)C(=O)N1	93	16	-17	10	92	10	95	27	100	94	92
CCOC(=O)C1(CCCc2ccccc2)CCN(C2CCCC2)CC1	98	12	-7	22	97	11	99	10	98	99	97
CCCCn1c(O)c(C=NCCN2CCCCC2)c(=O)[nH]c1=O	104	7	-11	nt	102	18	103	2	102	100	96
O=C(N/N=C1/CN2CCC1CC2)c1cccc(O)c1	102	17	-49	nt	105	12	110	4	111	101	98
O=C1CC(c2cccnc2)=NN1c1ccc(Cl)cc1Cl	96	12	-23	-10	96	15	97	19	96	95	105

Next structures follow.
SMILES	Rab2A wt mod	Avidin bead fluor	Mcl1 Bid PPI	Pf gamet viab	HRas wt GTP bind	GSH fluor	Cdc42 wt GTP	Mcl1-Noxa inh	Rac1 wt GTP bind	Rac1 mut GTP	Rab7 wt GTP bind
Cc1c(C=C2C(=O)N(C)C(=O)N(C)C2=O)c(=O)n(-c2ccccc2)n1C	100	1	-75	nt	100	6	101	12	107	101	101
CS(=O)(=O)NCc1nnc2n1-c1ccc(Cl)cc1C(c1ccccc1)=NC2	101	3	-5	-2	101	6	101	1	105	101	99
CCC(=Nc1ccc(OC)cc1OC)c1c(O)n(C)c(=O)n(C)c1=O	100	2	-43	-13	99	54	100	-15	100	97	98
O=P(NC(c1ccccc1)c1ccccc1)(Oc1ccccc1)Oc1ccccc1	99	4	6	nt	100	9	98	12	103	97	101
N=c1c[n+](CC23CC4CC(CC(C4)C2)C3)[n-]o1	101	34	-22	14	103	14	104	7	104	103	98
CCN1CCN(Cc2ccc(OC(F)(F)F)cc2)CC1	102	5	-7	nt	102	12	103	19	103	100	100
O=c1[nH]c(=S)[nH]c(O)c1C(c1ccccn1)c1c(O)[nH]c(=S)[nH]c1=O	97	21	-14	5	100	12	96	27	96	93	106
COC(=O)CC1=C(C(=O)OC)C2(C(=O)Nc3c(C)cccc32)C(C#N)=C(N)O1 (stereo not drawn)	95	8	-12	-12	98	5	100	0	99	98	94
Fc1ccc(N2CCN(Cc3ccc4c(c3)OCO4)CC2)cc1	96	28	-22	-3	98	12	104	33	97	96	95
CC(C)(C)c1ccc(S(=O)(=O)N2CC3CC(C2)c2cccc(=O)n2C3)cc1 (stereo not drawn)	99	9	-30	19	100	8	99	2	106	101	97
O=c1cccc2n1CC1CC2CN(Cc2c(Cl)cccc2Cl)C1 (stereo not drawn)	100	20	23	15	100	28	100	-2	104	99	100
c1ccc2c(c1)[nH]c1cnccc12	100	10	10	nt	100	20	101	1	101	98	100
CCOC(=O)c1nc2ccccc2c(=O)n1-c1ccc(C)cc1	102	8	-5	-30	101	11	98	6	106	100	97
COc1ccc(NC(c2ccccc2)P(=O)(Oc2ccccc2)Oc2ccccc2)cc1 (stereo not drawn)	96	12	-28	-2	97	9	100	-1	99	97	97
c1cc2n(c1)-c1c(ccc3c1OCO3)CNC2c1ccc2c(c1)OCO2 (stereo not drawn)	96	13	10	-6	96	27	95	17	94	95	98
Cn1cccc1CNCCc1ccccc1	106	8	-16	nt	108	12	110	12	108	105	104
COc1cccc(O)c1CN1CCCC(C(=O)c2ccccc2SC)C1 (stereo not drawn)	98	9	-40	34	97	21	98	-1	100	96	100
CC1=C(/C=C/c2ccccc2)CCN(C)C1	99	9	-23	15	96	34	97	20	101	96	101
C#CCN1CCN(c2cccc(C(F)(F)F)c2)CC1	95	6	-19	-9	96	14	91	0	94	94	99
NC(=O)Nc1cccc(C(F)(F)F)c1	99	7	-11	31	99	35	101	4	96	97	98
Cc1ccc(-c2nc3ccccc3c(=O)n2-c2cccc(O)c2)cc1	99	18	-16	nt	98	11	96	22	102	97	101
COC(=O)c1cncn1C(C)c1ccccc1 (stereo not drawn)	?	8	18	-14	?	42	?	26	?	?	?
CCOc1nc(NC(C)C)nc(N2CC3CC(C2)c2cccc(=O)n2C3)n1 (stereo not drawn)	99	9	-13	2	99	17	96	-6	93	91	110
CC1CN=C(NCc2ccc(F)cc2)S1 (stereo not drawn)	100	21	-18	24	97	12	99	0	97	95	105
O=C(Nc1ccc(Cl)cc1C(=O)c1ccccc1)c1ccccc1	90	39	-4	3	93	12	93	-2	92	91	92
COc1ccccc1OCC#CCN1CCOCC1	97	11	31	nt	98	10	98	3	99	94	100

This is a subset; count on the stated rates, not on these rows.
